Screens: PubChem BioAssay, National Center for Advancing Translational Sciences (NCATS)
UDG counterscr = counter-screen for AID inhibitors: uracil-DNA glycosylase inhibition; 0.14% of 91,000 active; Potency, µM (top dose mostly 115 µM), for inactives: at the top dose activity change, negative = inhibition, usual class: inhibitors; FRET deamination/UDG coupled assay, UDG read, 4 h; further: nearly all actives have a fitted effect of over 65% in size
AID inhibitor = inhibitors of human activation induced cytidine deaminase. AID deamination FRET fluorescence, UDG-coupled, 4 h. 0.32% of 91,000 active. AID 1347428. Potency, µM (series often up to 115 µM), without a hit: top-dose activity change, negative = inhibition, most hits filed as inhibitors. Q9GZX7; further: nearly all actives have a fitted effect of over 25% in size
Target sequence (Q9GZX7 whole entry, looked up): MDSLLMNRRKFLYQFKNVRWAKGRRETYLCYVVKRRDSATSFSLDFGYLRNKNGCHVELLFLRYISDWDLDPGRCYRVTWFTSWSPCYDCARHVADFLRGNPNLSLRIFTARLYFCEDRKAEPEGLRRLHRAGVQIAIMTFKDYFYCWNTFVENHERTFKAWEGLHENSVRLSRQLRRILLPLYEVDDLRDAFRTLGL
* hit, by the source's call; ? = inconclusive; [ ] = another dose, or the depositor's remark. The call rests on the fitted dose curve; in most records, active means well fitted curve in the direction sought with a large enough effect; inconclusive means small, poorly fitted or top-dose-only effect, or another doubt; inactive means no such curve, though single readings can be large; an effect the other way counts as inactive or inconclusive. On the % scale 0 is the no-effect control and ±100 the full control effect; potency means the concentration at half of the fitted maximal effect. These rows are one share of the data; rates above refer to the full screens.

SMILES | UDG counterscr | AID inhibitor
Cc1c(Cl)cccc1NC(=O)c1cc(-c2cccc(Cl)c2)on1 | ? | -0.7%
CCOc1ccc(C(=O)N(CCN(C)C)CC(=O)OC(C)(C)C)cc1 | 10.9% | 6.3%
Cc1cc(C)c(C(=O)C(C)Oc2cccc(C#N)c2)cc1C (stereo not given) | 2.2% | -17.8%
CCOC(=O)c1cccc(NC(=O)CSc2nc3cc4ccccc4cc3[nH]2)c1 | -8.8%[57.5 µM] | 0.5%[57.5 µM]
CC(C)c1ccc(NC(=O)C2CCN(S(=O)(=O)c3cccc4nsnc34)CC2)cc1 | -8.1% | -3.0%
CC(C)C(NC(=O)CSc1ccccc1F)c1ccc2c(c1)OCCCO2 (stereo not given) | -3.7% | -8.9%
O=C1c2[nH]nc(-c3ccc(F)cc3)c2C(c2ccccc2F)N1c1ccccc1 (stereo not given) | -6.2%[57.5 µM] | 0.0%[57.5 µM]
CC(CCc1ccccc1)NC(=O)CSc1n[nH]c(-c2ccc(F)cc2)n1 (stereo not given) | -2.3% | -2.3%
CC(=O)Nc1nonc1-c1nnc(SCc2ccccc2)n1C | 0.8% | 5.8%
CNC(=S)N/N=C/c1c(F)cccc1F | -3.6% | -9.0%
CCC(C)NC(=O)c1[nH]c2cc(OC)ccc2c1Sc1ccc(C)cc1 (stereo not given) | 6.6% | 20.6%
CCc1nc(N2CCN(C(=S)Nc3ccccc3)CC2)c(C#N)c2c1CSC(C)(C)C2 | -10.4% | -9.3%
CCc1cccc(C)c1NC(=O)C(CC)Sc1nncn2c1cc1occc12 (stereo not given) | 13.8% | 12.6%
CC1(C)CC(NC(=S)Nc2ccc(SC(F)F)cc2)CC(C)(C)N1 | -4.9% | -3.1%
CCOc1ccc(C(=O)c2cn(CC(=O)Nc3cc(OC)cc(OC)c3)c3ccc(F)cc3c2=O)cc1 | -8.2% | ?
Cc1ccccc1OCC(=O)OC1CCN(C)CC1 | -1.8% | 3.4%
O=C(CSc1nnc(-c2ccccn2)n1-c1ccc(Cl)cc1)Nc1ccc2c(c1)OCO2 | 0.0% | 6.0%
CC(=O)Nc1ccc(/C=C/c2noc(-c3ccccc3O)n2)cc1 | -2.6% | 16.8%
CC(C)CN(CCCNC(=O)Cn1ncc2c3ccccc3n(C)c2c1=O)CC(C)C | -8.8%[57.5 µM] | 63.6%[activator]
Cc1ccc(C)c(NC(=O)Cn2c(=O)n(CCC(C)C)c(=O)c3cccnc32)c1 | -23.1% | 1.6%
COc1ccc(-c2nc(CSCC(=O)NCc3ccccc3Cl)c(C)o2)cc1OC | -18.4% | ?
COc1cc(NC(=O)C2CCN(S(=O)(=O)c3c(C)noc3/C=C/c3ccccc3F)CC2)cc(OC)c1OC | -9.7% | -26.6%
Cc1ccc(OCC(=O)N(Cc2ccco2)Cc2ccco2)cc1C | -5.0%[57.5 µM] | ?
CCc1nnc(NC(=O)CCc2ccc(-c3ccc(C)cc3)o2)s1 | 0.3% | 8.5%
CCN(CC)S(=O)(=O)c1ccc(NC(=O)NCc2noc3ccc(C)cc23)cc1 | -13.5% | ?
COc1ccc(Cc2nc3ccc(C(=O)NCc4ccc(OC)cc4OC)cc3o2)cc1 | -12.4% | 9.9%
Cc1oc(-c2nc(C#N)c(NCCCN(C)C)o2)cc1S(=O)(=O)N1CCCC1 | -13.2% | 0.4%
COc1ccc(-c2oc3ncn4nc(COc5cccc(C)c5C)nc4c3c2-c2ccc(OC)cc2)cc1 | -1.7% | 6.8%
CC(=O)c1sc2c(c1C)c(=O)n(-c1ccc(Cl)cc1)c(=O)n2Cc1ccc(Cl)cc1 | 5.4% | -14.7%
CCCCC(CC)CNC(=O)c1ccc2c(=O)n(Cc3ccc(OC)cc3)c(=O)[nH]c2c1 (stereo not given) | -8.2% | -4.8%

An excerpt from above in order of molar mass, descending:
SMILES | UDG counterscr | AID inhibitor
COc1cc(NC(=O)C2CCN(S(=O)(=O)c3c(C)noc3/C=C/c3ccccc3F)CC2)cc(OC)c1OC | -9.7% | -26.6%
COc1ccc(-c2oc3ncn4nc(COc5cccc(C)c5C)nc4c3c2-c2ccc(OC)cc2)cc1 | -1.7% | 6.8%
CCOc1ccc(C(=O)c2cn(CC(=O)Nc3cc(OC)cc(OC)c3)c3ccc(F)cc3c2=O)cc1 | -8.2% | ?
CC(=O)c1sc2c(c1C)c(=O)n(-c1ccc(Cl)cc1)c(=O)n2Cc1ccc(Cl)cc1 | 5.4% | -14.7%
CCc1nc(N2CCN(C(=S)Nc3ccccc3)CC2)c(C#N)c2c1CSC(C)(C)C2 | -10.4% | -9.3%
COc1ccc(-c2nc(CSCC(=O)NCc3ccccc3Cl)c(C)o2)cc1OC | -18.4% | ?
CCCCC(CC)CNC(=O)c1ccc2c(=O)n(Cc3ccc(OC)cc3)c(=O)[nH]c2c1 (stereo not given) | -8.2% | -4.8%
COc1ccc(Cc2nc3ccc(C(=O)NCc4ccc(OC)cc4OC)cc3o2)cc1 | -12.4% | 9.9%
CC(C)CN(CCCNC(=O)Cn1ncc2c3ccccc3n(C)c2c1=O)CC(C)C | -8.8%[57.5 µM] | 63.6%[activator]
CCN(CC)S(=O)(=O)c1ccc(NC(=O)NCc2noc3ccc(C)cc23)cc1 | -13.5% | ?
Cc1oc(-c2nc(C#N)c(NCCCN(C)C)o2)cc1S(=O)(=O)N1CCCC1 | -13.2% | 0.4%
CCc1cccc(C)c1NC(=O)C(CC)Sc1nncn2c1cc1occc12 (stereo not given) | 13.8% | 12.6%
Cc1ccc(C)c(NC(=O)Cn2c(=O)n(CCC(C)C)c(=O)c3cccnc32)c1 | -23.1% | 1.6%
CCC(C)NC(=O)c1[nH]c2cc(OC)ccc2c1Sc1ccc(C)cc1 (stereo not given) | 6.6% | 20.6%
CCc1nnc(NC(=O)CCc2ccc(-c3ccc(C)cc3)o2)s1 | 0.3% | 8.5%
Cc1ccc(OCC(=O)N(Cc2ccco2)Cc2ccco2)cc1C | -5.0%[57.5 µM] | ?
CC(=O)Nc1ccc(/C=C/c2noc(-c3ccccc3O)n2)cc1 | -2.6% | 16.8%
Cc1ccccc1OCC(=O)OC1CCN(C)CC1 | -1.8% | 3.4%
CNC(=S)N/N=C/c1c(F)cccc1F | -3.6% | -9.0%

Other results
SMILES | UDG counterscr | AID inhibitor
Cc1nnc(CSc2nnc(Nc3ccccc3C)s2)o1 | -13.8% | -13.1%
Cc1ccc(CS(=O)(=O)c2ncc(Cl)c(C(=O)Nc3nnc(C(C)C)s3)n2)cc1 | 0.5% | 5.2%
Cc1cccc2c1-c1sc(C(=O)N3CCN(c4cccc(Cl)c4)CC3)cc1CO2 | 1.9% | 11.9%
O=C1CC2(CCCCC2)C(=O)N1Cc1ncc(-c2ccccc2)o1 | -11.7% | -25.5%
CCC(O)c1cc2c(cc1NC(=O)c1ccccc1F)OCCO2 (stereo not given) | 1.9% | -13.6%
COc1ccc(C(=O)/C=C/c2ccc(C)cc2)cc1 | -2.0% | -22.1%
O=S(=O)(c1ccc2nc(N3CCN(c4ccccc4)CC3)ccc2c1)N1CCCCC1 | 1.2% | 8.0%
CCCNc1c(NC(=O)CCc2ccccc2)c(=O)oc2ccccc12 | -0.3% | -1.6%
Cc1[nH]c2ccccc2c1/C=C(\C#N)C(=O)NC(C)C | 17.8% | -1.7%
Cn1c(=O)c2nc(Cl)n(Cc3ccc(Cl)cc3)c2n(C)c1=O | -6.7% | -5.2%
CCOC(=O)c1ccccc1NC(=O)CCc1c(C)nc2c(c1C)c(=O)n(C)c(=O)n2C | 13.9% | 17.3%
C(#CCN1CCN(Cc2ccccc2)CC1)COCCOCc1ccccc1 | -1.7% | 2.3%
O=C(Nc1ccccc1O)c1cc(-c2cccnc2)nc2ccccc12 | 7.2% | 3.8%
Nc1c(-c2nc3ccccc3[nH]2)c2ccccn2c1C(=O)c1ccc(Cl)cc1 | -2.0% | -9.1%
COc1ccc(OCCNC(=O)Cc2n[nH]c(=O)c3ccccc23)cc1 | 4.4% | -1.7%
CN(C)C(CNC(=O)c1cc(=O)c2ccccc2o1)c1cccs1 (stereo not given) | -2.2% | -3.9%
COc1ccc2c(c1)c1c(c(=O)n(-c3cccc(Cl)c3)c(=O)n1C)n2C | 6.6% | 30.3%[activator]
COc1ccccc1CCNC(=O)c1ccc(-c2nc(CSc3ccc(C)cc3)c(C)o2)cc1 | ? | -25.3%
Cc1nc(NC2CC2)sc1C(=O)NCc1ccncc1 | 5.8% | 8.7%
CCOc1ccc(CNC(=O)c2ccc3c(c2)nnn3C2CCCC2)cc1 | 14.2% | 7.5%
Cc1cccc(NC(=O)C(C#N)=C2CCCCC2)c1 | -6.2% | 3.2%
N#Cc1cc([N+](=O)[O-])ccc1NC(=O)COC(=O)C1(c2ccccc2F)CCCC1 | -6.0% | 4.1%
Cc1ccc(OCCn2c(-c3ccc(Cl)cc3)nc3ccccc3c2=O)c(C)c1 | -0.2% | 7.9%
Cc1ccc2c(c1)c1c(c(=O)n(-c3ccccc3C)c(=O)n1CC(=O)NCCC1=CCCCC1)n2C | 2.8% | 24.5%
CCN(CC)c1ccc(-c2nc(-c3ccncc3)no2)cc1[N+](=O)[O-] | 4.9% | 14.1%
Cc1ccc(CN2C(=O)N(c3ccccc3)C(=O)C2CC(=O)Nc2ccccc2)cc1 (stereo not given) | 28.8% | 20.4%
C/C(=N/Nc1ccc(S(N)(=O)=O)cc1[N+](=O)[O-])c1ccc(C)o1 | -3.8% | -3.7%
COc1ccc(S(=O)(=O)c2cc(NS(=O)(=O)c3ccc(Cl)cc3)c(C)c(C)c2O)cc1 | 1.6% | 18.5%
CCOCCCN(Cc1ccco1)C(=O)c1cc2c(=O)[nH]c3ccc(C)cc3c2s1 | ? | -6.4%
CCCCOC(=O)c1ccc(NC(=O)CSc2nc3c(c(=O)[nH]2)CCCC3)cc1 | -28.7% | 44.0%[activator]

Reprinted from the part before: 3 compounds, followed by the next part.
SMILES | UDG counterscr | AID inhibitor
COc1ccc(S(=O)(=O)c2cc(NS(=O)(=O)c3ccc(Cl)cc3)c(C)c(C)c2O)cc1 | 1.6% | 18.5%
CCOCCCN(Cc1ccco1)C(=O)c1cc2c(=O)[nH]c3ccc(C)cc3c2s1 | ? | -6.4%
CCCCOC(=O)c1ccc(NC(=O)CSc2nc3c(c(=O)[nH]2)CCCC3)cc1 | -28.7% | 44.0%[activator]
Cc1cccc(NC(=O)CSc2nc3ccccc3c3nc(CCn4cncc4C)nn23)c1 | 27.3% | ?
CCOC(=O)N1CCc2c(sc3c2c(=O)n(Cc2ccccc2)c(=O)n3CC(=O)Nc2cccc(C)c2)C1 | -8.0%[57.5 µM] | 10.1%
COc1ccc2[nH]cc(C3CC(=O)Oc4c3c(=O)n(C)c3ccccc43)c2c1 (stereo not given) | 12.6% | -2.5%
CCCNC(=O)CSc1c2c(nc3ccc(Cl)cc13)CCCC2 | -3.8%[57.5 µM] | -12.2%
Cc1cc(S(=O)(=O)Nc2ccc(C(=O)N3c4ccccc4CC3C)cc2)ccc1F (stereo not given) | -5.7% | -9.0%
COc1ccc(C2NC(=O)N(C)C3=C2C(=O)N(c2cccc(Cl)c2)C3)cc1 (stereo not given) | -3.4% | -1.8%
CSc1ccccc1NC(=O)COc1ccc2c(c1)CCC(=O)N2 | 1.6% | 11.0%
Cc1ccc(Nc2nnc(-c3ccc(C)c(S(=O)(=O)N4CCOCC4)c3)c3ccccc23)cc1 | -8.7%[57.5 µM] | ?
CCOC(=O)c1ccccc1NC(=O)/C(C#N)=C\c1cc(OC)ccc1O | -0.6% | -2.8%
COc1cccc(-c2nnc(SCC(=O)N(C)C3CCCCC3)o2)c1 | -8.4% | -4.0%
Cc1ccc(-c2nc(C#N)c(N3CCOCC3)o2)cc1 | 0.6% | -6.9%
Cc1ccc(Cl)cc1N1CCN(S(=O)(=O)c2ccc3c(c2)C(C(C)C)C(=O)N3)CC1 (stereo not given) | -9.7% | 10.4%
Cc1ccc(CSc2oc(-c3ccco3)nc2S(=O)(=O)c2ccc(Br)cc2)cc1 | -13.4% | 1.1%
COC(=O)c1ccccc1NC(=O)C1=C(C)C(=O)OC12CCC(C)CC2 (stereo not given) | -0.1% | 3.4%
Cc1cc(C)c2c(=O)cc(C(=O)NCCc3ccc(S(N)(=O)=O)cc3)oc2c1 | -16.9%[57.5 µM] | 14.1%
COC(=O)c1cc2sccc2n1Cc1nc(-c2cccc(Cl)c2)oc1C | 6.9% | 5.8%
Cc1cccc(NC(=O)CSc2cn(CC(=O)N3CCOCC3)c3ccccc23)c1C | -4.2% | 15.7%
O=C(Cn1nc(-c2ccccc2)ccc1=O)N1CCc2ccccc2C1 | 0.1% | -3.6%
O=c1cc(CN2CCN(S(=O)(=O)c3ccccc3)CC2)nc2sc(-c3ccccc3Cl)nn12 | -13.3% | 49.8%[activator]
Cc1cccc(C)c1Nc1c(-c2ccsc2)nc2ccc(Cl)cn12 | 5.2% | 1.8%
O=C(Nc1ccc(Cl)c(C(F)(F)F)c1)c1cccc(I)c1 | ? | -12.0%
CN(C)CCN(Cc1ccco1)S(=O)(=O)c1cc2c(cc1Cl)NC(=O)CO2 | 12.6% | 20.7%
Clc1ccc(Cl)c(NCc2nnc3n2CCCCC3)c1 | -4.3% | -2.7%
CN1C(=O)Cc2cc(S(=O)(=O)NCc3ccc(Cl)cc3)ccc21 | ? | 34.6%[activator]
Cc1ccc(C(=O)O[C@H](C(=O)O)[C@@H](OC(=O)c2ccc(C)cc2)C(=O)O)cc1 (tested in a mixture with another compound) | 5.0% | 8.3%
N#Cc1ccccc1CSCCNC(=O)c1nccnc1N | 2.2% | -11.4%
CN(Cc1ccccc1)C(=O)/C=C/c1cccs1 | -1.6% | -7.2%
CCN1CCN(C(C(=O)O)c2c[nH]c3ccc(NC(=O)CCC(=O)O)cc23)CC1 (stereo not given) | 6.1% | 20.1%
